# All columns: NCI-60 one-dose screen, growth in % after 48 h at 10 µM unless noted; 100 = growth as untreated, 0 = no growth, -100 = all killed.
# HL-60(TB): HL-60(TB) leukemia cells | 78,000 tested, 9% active | AID 1794776; active = growth percent below 10
# The depositor's hits bear a star; & = joins results of further samples; [ ] = remark or other dose. The list is partial (hit frequency here may not be typical).
SMILES,HL-60(TB)
COc1ccc(-c2nc3sccn3c2-c2ccnc(NCCCNS(=O)(=O)c3ccc(C)cc3)n2)cc1,0.7*
COc1ccc(OC)c(/C=N/NC(=O)c2ccc3nc(-c4ccc(Cl)cc4)[nH]c3c2)c1,87.1
COC(=O)C1=Nc2cc(OC)cc(OC)c2/C1=C\c1sc(N2N=C(c3ccccc3)CC2c2ccc(N(C)C)cc2)nc1O (stereo unspecified),95.4
N=C(N)c1ccc(-c2ccc(-c3ccccc3)o2)o1,-17.0*
OC[C@H]1OC([S-])[C@H](O)[C@@H](O)[C@@H]1O.[Au+] (stereo partly specified),95.1
COc1cccc(-c2cc(C(=O)O)c3cc4ccccc4cc3n2)c1OC,100.2
CC[C@H](Nc1ncnc2nc[nH]c12)c1nc2cccc(CC(=O)c3ccc(C(=O)NO)cc3)c2c(=O)n1-c1ccccc1,75.5
COc1cccc(-c2nn(-c3ccccc3)cc2-c2ccnc(NCCCNS(=O)(=O)c3cccc(F)c3)c2)c1,9.5*
COc1cc(/C=N/n2cnc3c(c(C)nn3-c3ccccc3)c2=N)ccc1O,97.3
CCN(CC)CCCC(C)Nc1cnc(C(=O)Nc2cc(C)cc3cccnc23)cn1 (stereo unspecified),76.8
C=CCNC(=O)C1COc2ccccc2O1 (stereo unspecified),88.4
N#Cc1cnn(C(=O)c2ccccc2Br)c1NC(=O)c1ccccc1I,99.3
Cc1ccsc1[C@@H]1C[C@H](O)Cc2cc(OC(F)(F)F)ccc2N1,122.9
Cc1ccc(N)cc1[As]=[As]c1cc(N)ccc1C (stereo unspecified),-43.9*
COc1ccc(C(=O)CSc2nccc(Nc3ccc(C(=O)O)cc3)n2)cc1,99.5
C[N+](C)(C)CCOP(=O)([O-])OP(=O)(O)OC[C@H]1OC(n2ccc(N)nc2=O)[C@H](O)[C@@H]1O (stereo partly specified),102.4
CCOC(=O)c1ccc(NC(=O)Nc2cnn(-c3ccc(S(N)(=O)=O)cc3)c2-c2ccc(OC)cc2)cc1,87.6
CNCC(OC)c1ccc(O)c(O)c1 (stereo unspecified),99.3
CC(C)(C)OC(=O)NC(Cc1ccc(OCc2ccccc2)cc1)C(=O)ON1C(=O)CCC1=O (stereo unspecified),97.3
O=C(C1CN(c2cccc(Cl)c2)N(c2cccc(Cl)c2)C1=O)N1CCOCC1 (stereo unspecified),98.2
O=c1cn[nH]c2ccccc12,97.4
CCCCSc1nc(NC2CC2)c(C#N)c(-c2ccccc2)n1,100.4
C=C(C)CCCC(C)CC#N (stereo unspecified),107.9
COc1ccc(/C=C2/Sc3c(C)cccc3C2=O)cc1,64.2
CCCCNC(=O)c1[nH]cc(-c2ccc(OC)cc2)c1-c1cc(OC)c2c(c1OC)OCO2,83.3
O=Nc1ccc(NO)c2ccccc12,26.9&108.2
COc1ccc(-c2nnc(COc3ccc(-c4nnc(N)s4)cc3)o2)cc1,91.1
Cc1nc2sc(C(=O)Nc3cccc(Cl)c3C)c(N)c2cc1C(=O)/C=C/c1ccccc1,2.8*
CCOc1ccc(NC(=O)C2CCCN(CCc3ccccc3)C2)cc1 (stereo unspecified),85.1
COc1ccc(-c2nnc(SCC(=O)Nc3ccc(C(=O)/C=C/c4cc(OC)c(OC)c(OC)c4)cc3)n2-c2ccccc2)cc1OC,46.1[100 µM]
Nc1ccccc1CO,112.1
O=[N+]([O-])c1ccc(NS(=O)(=O)c2ccccc2)cc1,90.9
CN1CCN(c2ccc(C(=O)Nc3cccc(-c4cn(-c5ccc(S(N)(=O)=O)cc5)nn4)c3)cc2C(F)(F)F)CC1,77.0
Nc1ccc2cc(S(=O)(=O)O)cc(S(=O)(=O)O)c2c1N=Nc1ccc(S(=O)(=O)O)cc1,75.9
O=C(Nc1ccccc1)Nc1cc2ccccc2c2ccccc12,108.4
O=C(Nc1cccc(-c2nc3ccccc3[nH]2)c1)c1cccc(NC(=O)c2ccco2)c1,88.9
CCOC(=O)CC/C(C)=N\NC(N)=O,90.6
Nc1ccc2c(O)cc(S(=O)(=O)O)cc2c1,67.0&89.8
CC(=O)c1cc2ccccc2c2ccccc12,78.7
CC(C)(Cc1ccc(Cl)cc1)NC(N)=O,98.1
COc1ccc(C2CC(c3cccs3)=NN2c2ccc(S(=O)(=O)NC(=O)Nc3ccc(C)cc3)cc2)cc1 (stereo unspecified),126.4
COc1cc(C(=O)/C=C/c2cn(Cc3ccc(Cl)cc3)c3ccccc23)cc(OC)c1OC,76.5
O=C(Nc1c(Cl)cccc1Cl)OCc1ccc2c(c1)OCO2,80.8
CN1CCN(c2ccc3c4c(cccc24)C(=O)N(c2cccc(-c4nn(-c5ccccc5)cc4-c4nc5ccccc5s4)c2)C3=O)CC1,102.1
CC(=O)OCC1OC(OC(C)=O)C(NC(=O)NS(=O)(=O)c2ccc(C)cc2)C(OC(C)=O)C1OC(C)=O (stereo unspecified),103.2
Oc1cccc(CNC2CCCCC2)c1,106.8
COC(=O)c1ccc(COc2ccc([N+](=O)[O-])cc2Cl)cc1,85.1
CNC(=O)c1cc(-n2ccc3cc(NC(=O)c4ccc(Cl)c(C(F)(F)F)c4)ccc32)ccn1,98.6
COc1cc(-c2cc(-c3ccc(Nc4nc(Nc5ccc(Cl)cc5)nc(Nc5ccc(Cl)cc5)n4)cc3)no2)cc(OC)c1OC,-68.2*
COC(=O)[C@H](Cc1ccccc1)n1cc(COC(=O)c2cccc3c(=O)c4ccccc4[nH]c23)nn1,100.5
O=C(NN1C(=O)/C(=C/c2cccs2)SC1=S)c1ccc(O)cc1,104.7
CNc1cccc(C)c1,113.1
COc1cc(C2CC(c3cccc(Nc4ccncc4)c3)=NN2c2ccccc2)cc(OC)c1OC (stereo unspecified),-43.8*
CCCCCCCCCCCCSC1=CC(=O)C=CC1=O,-32.3*
NC(=O)c1c(NC(=O)COC(=O)Cc2ccccc2F)sc2c1CCC2,135.0
O=C(NCc1ccc(Cl)cc1Cl)C1CCC(=O)N1c1cscn1 (stereo unspecified),95.7
Cc1nn(-c2ccc(Cl)cc2)c2ncnc(N/N=C/c3cccc([N+](=O)[O-])c3)c12,31.0
O=C1c2c(c3c4ccc(Br)cc4oc3c3[nH]c4ccccc4c23)C(=O)N1O,25.0
C=CC(=O)N1CCN(c2cccc(Oc3nccc(Nc4nnc(-c5ccc(Cl)cc5)s4)n3)c2)CC1,100.1
Cc1ccc(C)c(Oc2c(-c3nc4ccc(C(=O)O)cc4[nH]3)c(C)nn2-c2ccccc2)c1,119.5
# Carrying on:
SMILES,HL-60(TB)
CC/C(=C(/c1ccc(Cl)cc1)c1ccc(OCCN(CC)CC)cc1)c1ccc(Cl)cc1,62.8
ClC1=C(Cl)C(Cl)(C2(Cl)C(Cl)=C(Cl)C(Cl)=C2Cl)C(Cl)=C1Cl,-36.3*
Cc1cc([N+](=O)[O-])ccc1O,104.8
CC(O)CNC1c2ccccc2CC1O (stereo unspecified),117.1&128.1
Cc1nn(-c2ccccc2)cc1/C=C/C(=O)c1ccc(-c2cc3ccccc3oc2=O)nc1C,92.3
Oc1c(Cl)cc(Cl)c2ccc(Cn3cc(-c4ccc(C(F)(F)F)cc4)nn3)nc12,-24.9*
COc1ccc(/C=C/C(=O)c2ccc(NC(=O)CSc3nnc(-c4cc(-c5ccccc5)nc5ccccc45)n3-c3ccccc3)cc2)cc1,95.9
COc1ccc(NC(=O)c2cc(-c3cccc(Cl)c3)no2)cc1,89.3
O=C(Nc1nonc1-c1nc2ccccc2n1Cc1ccncc1)c1ccncc1,94.5
CC(C)c1ccc(OCCCCCCOc2cccc(/C=C3\N=C4SCCCN4C3=O)c2)cc1,18.6
c1ccc(-c2nn[nH]n2)nc1,77.8
C[N+](C)(CCCCCC[N+](C)(C)CC(=O)NC(N)=O)CC(=O)NC(N)=O,86.0
Cc1cc(O)c2cc3c(O)c(O)ccc3cc2c1,82.7
O=C(Nc1ncc(Cc2ccccc2Cl)s1)c1ccc2nnsc2c1,98.8
O=[N+]([O-])c1cccc2cc(Br)cnc12,115.7
COc1cc(C2CC(C3C(=O)N(C)C(=O)N(C)C3=O)=NN2c2ccc(Cl)cc2)cc(OC)c1OC (stereo unspecified),100.1
CCN(C(=O)C(Cl)Cl)c1ccccc1,102.4
Nc1nc(Nc2ccc(Cl)c(Cl)c2)c(N=O)c(=O)[nH]1,36.0
O=S(=O)(NCCCNc1cc(-c2cn(-c3ccccc3)nc2-c2ccccc2)ccn1)c1ccc(Br)cc1,58.4
COc1ccc(-c2nc(SCC(=O)Nc3ccc(/C(C)=N/O)cc3)[nH]c(=O)c2C#N)cc1,106.6
Cc1ccc2c(c1)P(=O)(O)c1cc(C)ccc1O2,72.0
Brc1ccc2c(c1)c(-c1nc(-c3c[nH]c4ncccc34)cs1)cn2CCN1CCCCC1,66.0
CC(C)=NNc1ccc([N+](=O)[O-])cc1[N+](=O)[O-],57.5
C[C@]12CCC(=O)C=C1CC[C@@H]1[C@@H]2[C@@H](O)C[C@@]2(C)[C@H]1CC[C@]2(O)[C@@H](O)CO,89.8
CCN1CCN(c2nc(NCCNc3ccnc4cc(Cl)ccc34)c3ccccc3n2)CC1,-67.1*
COc1ccc(-c2cc(NC(=O)Nc3ccc(O)cc3)no2)cc1,26.4
NC(=O)c1c2c(c3c4ccccc4cnn13)C(=O)c1ccccc1C2=O,79.0
CCOC(=O)c1cnc2c(C)cccc2c1Nc1ccc(C(C)=O)cc1,-43.5*
CCOC(=O)c1nc(Nc2ccc(NC(=O)Nc3ccc(OC)cc3)cc2)c2ccccc2n1,106.3
O=c1c2cc(F)ccc2sc2c(Nc3ccccn3)nc3ccccc3c12,94.8
COC(=O)c1cc(CN2CCCCC2)cc(OC(=O)c2cc(OC)c(OC)c(OC)c2)c1,99.2
O=C(O)c1ccc(-n2cc(CNc3cc(Br)cc(C(F)(F)F)c3)c(-c3ccc(F)cc3)n2)cc1,62.8
O=c1/c(=C/c2cn(-c3ccccc3)nc2-c2ccccc2)sc2nc(Cc3ccccc3)nn12,97.7
O=C(Cc1ccc(CCC(=O)c2ccccc2O)cc1)Nc1ccccc1,92.5
Cc1cc(NCCCNc2ccnc3cc(Cl)ccc23)nc(Nc2ccc(C(=O)N3CCCCC3)cc2)n1,-63.2*
COc1ccc(N=Nc2c(N)nn3c(-c4ccc(OC)c(OC)c4)c4ncnc(NN)c4nc23)cc1,92.5
COc1cc2c(cc1OC)C1(C)N(CC2)C(=O)OC1(C)C (stereo unspecified),-79.2*
Clc1ccc(CSc2cnnc3ccccc23)cc1Cl,78.5
CCOC(=O)CC(=O)c1ccccc1,97.2&73.0
CNc1nc2c(c(=O)n(C)c(=O)n2C)n1C,102.6
CCCCNc1ccc([N+](=O)[O-])cc1[N+](=O)[O-],31.4
Cc1ccc(Nc2nc(N)nc(N)c2N=O)cc1Cl,67.9
Cc1nn(C)c2ncnc(N/N=C/c3cccc(O)c3)c12,94.9
COc1cccc(C(=O)N(C)C)c1,109.8
O=S(=O)(O)C(c1ccccc1)C1(O)CCCCC1 (stereo unspecified),86.9
COc1ccc(C(=O)CSc2nccc(Nc3ccc(C(C)=O)cc3)n2)cc1,98.8
C#CCOc1ccc(/C=N/Nc2nc(-c3ccc(F)cc3)cs2)cc1OCC#C,84.6
NC(=O)CN1CCCC1=O,107.3
CC(=O)n1c2c(c3ccccc31)CCCC2,98.0
O=C(O)c1ccccc1C(=O)c1ccc(O)cc1,96.2
COc1ccc(/C=C/C(=O)c2c(N)n(C)c(=O)n(C)c2=O)cc1,98.5
O=[N+]([O-])c1ccccc1N=NNc1ccccc1,95.5&98.3
CC(Nc1ccc(Br)cc1[N+](=O)[O-])C(=O)O (stereo unspecified),105.5
c1csc(C2=N[C@@H](c3cccs3)[C@@H](c3cccs3)N2)c1,100.5
O=C1c2cccc3cccc(c23)C(=O)N1N1C(=O)c2cccc3c(Br)ccc(c23)C1=O,127.2
O=C1NC(=O)C(=Cc2ccco2)C(=O)N1,102.5
CCOC(=O)c1nc(Nc2ccc(NC(=O)Nc3cccc(F)c3)cc2)c2ccccc2n1,114.8
CN(C)C(=O)Oc1cccc(Cl)c1,72.7
COc1ccc(NC(=S)N2CCN(c3nc(-c4ccc(C)cc4)nc4ccccc34)CC2)cc1,97.5
Cc1ccc(F)c(C)c1NS(=O)(=O)c1c(C(=O)Nc2cccc(C#N)c2)c(C)n(C)c1C,106.3
# (list continues)
SMILES,HL-60(TB)
Cc1[nH]n(-c2ccc(S(=O)(=O)O)cc2)c(=O)c1N=Nc1ccccc1,102.4
O=C1C(Cl)=C(Oc2ccccc2)C(=O)c2ccccc21,76.0
CC(=O)C1=C(C)NC(NN)=NC1c1ccc(Cl)cc1 (stereo unspecified),107.2
COc1cc(/C=N/n2cnc3oc(-c4ccccc4)cc3c2=N)cc(CN2CCCCC2)c1O,-17.1*
CC1CCC(O)C(C)C1 (stereo unspecified),98.5
CCOC(=O)c1ccc(NCC(=O)Nc2ccccn2)cc1,99.6
CCOc1cc(/C=N\NC(=O)N/N=C/c2ccc(O)c(OCC)c2)ccc1O,-22.2*
Clc1ccccc1Cc1cn2cc(-c3ccccc3)nc2s1,79.4
O=[N+]([O-])c1cccc(S(=O)(=O)OCn2ncc3ccc([N+](=O)[O-])cc32)c1,114.7

# Screens from PubChem BioAssay.
